# TIM10 inh: TIM10 yeast growth inhibition; S. cerevisiae TIM10 strain growth, BacTiter-Glo luminescence, 24 h; inhibition, % at 10 µM; 1.4% of 330,000 active; AID 463195;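 active means inhibition of 40% or more at the single tested concentration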;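 further: wild-type TIM10 isogenic control strain grown at permissive 25 °C; 0% = DMSO yeast wells and 100% = minimal medium wells without yeast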
# 697 NFkB inh: inhibitors of the PMA/ionomycin-induced NF-kB reporter in 697 B cells; 697 B-cell NF-kB luciferase reporter, 16 h; inhibition, % at 4 µM; 0.33% of 330,000 active; AID 435022; in the data active means inhibition above about 35%
# tim10-1 inh: tim10-1 yeast growth inhibition; AID 463190; S. cerevisiae tim10-1 ts strain growth, BacTiter-Glo, 24 h; inhibition, % at 20 µM; 2.2% of 330,000 active;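 active means inhibition of at least 40%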;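 further: mutant grown at 25 °C; 0% = DMSO wells with yeast and 100% = wells holding no yeast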
# Mdm2 MdmX PPI: disrupts the human Mdm2-MdmX interaction. O15151+Q00987. SaOS-2 split-luciferase Mdm2/MdmX complementation, luminescence. inhibition, % at 8 µM. 3% of 330,000 active;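 active means inhibition of at least 50% at 8 µM in the primary screen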
# Target sequence (O15151 whole entry, looked up): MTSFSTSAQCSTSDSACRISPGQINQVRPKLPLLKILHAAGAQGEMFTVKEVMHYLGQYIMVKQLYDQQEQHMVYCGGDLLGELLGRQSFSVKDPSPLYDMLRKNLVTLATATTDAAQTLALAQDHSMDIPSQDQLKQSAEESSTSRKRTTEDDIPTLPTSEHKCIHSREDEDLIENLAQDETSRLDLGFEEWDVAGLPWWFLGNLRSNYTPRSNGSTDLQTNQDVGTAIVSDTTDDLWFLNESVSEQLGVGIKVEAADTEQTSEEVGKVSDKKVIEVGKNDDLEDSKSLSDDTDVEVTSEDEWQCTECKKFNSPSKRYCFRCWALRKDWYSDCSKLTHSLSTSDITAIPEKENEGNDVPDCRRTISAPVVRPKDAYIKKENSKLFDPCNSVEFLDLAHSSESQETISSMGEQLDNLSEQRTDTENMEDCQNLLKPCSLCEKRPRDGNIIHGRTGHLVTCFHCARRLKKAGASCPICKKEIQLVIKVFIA
# Target sequence (Q00987 whole entry, looked up): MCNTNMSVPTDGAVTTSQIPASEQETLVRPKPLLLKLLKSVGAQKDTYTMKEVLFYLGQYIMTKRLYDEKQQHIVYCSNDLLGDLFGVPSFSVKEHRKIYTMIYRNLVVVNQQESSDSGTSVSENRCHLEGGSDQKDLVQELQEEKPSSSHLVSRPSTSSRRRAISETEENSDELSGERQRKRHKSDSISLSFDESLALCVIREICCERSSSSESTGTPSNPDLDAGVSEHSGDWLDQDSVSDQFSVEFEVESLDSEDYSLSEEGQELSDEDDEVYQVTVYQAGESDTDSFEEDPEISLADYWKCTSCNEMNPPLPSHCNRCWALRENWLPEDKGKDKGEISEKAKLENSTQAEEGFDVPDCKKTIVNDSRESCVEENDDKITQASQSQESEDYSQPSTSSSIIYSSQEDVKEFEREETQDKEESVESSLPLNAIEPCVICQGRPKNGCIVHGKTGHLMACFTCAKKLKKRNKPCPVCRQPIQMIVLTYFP
# tim23-1 inh: tim23-1 yeast growth inhibition; S. cerevisiae tim23-1 growth, BacTiter-Glo luminescence, 24 h; inhibition, % at 20 µM; 1.3% of 330,000 active; AID 463212;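 active means growth inhibition of the mutant yeast at or above 50%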;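 further: temperature-sensitive mutant grown at 25 °C; plate controls were DMSO-treated mutant yeast for no effect and medium wells lacking yeast for full effect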
# Jurkat NFkB inh: inhibitors of the PMA/ionomycin-induced NF-kB reporter in Jurkat cells; inhibition, % at 4 µM; 0.53% of 330,000 active; PMA/ionomycin-induced NF-kB luciferase reporter, luminescence; in the data active means inhibition above about 50%
# XBP1 UPR activ: adaptive UPR (XBP1) activation. CHO-XBP1 luciferase reporter, IRE1-XBP1 UPR activation, luminescence; percent of tunicamycin response, DMSO as zero. activation, % at 20 µM. 0.33% of 330,000 active;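 active means versus positive control, 20 µM dose yields 30% or more activation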;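 further: 100% = tunicamycin at 10 µg/mL and 0% = DMSO only wells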
#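 Assay system: IRE1-XBP1 luciferase reporter CHO line. Input: 1000 cells/well. Buffer or medium: F12 with 10% serum. Doses: 20 µM, 1% DMSO. Times: overnight seeding at 37 °C, 6 h compound treatment at 37 °C. Technique: Steady-Glo luciferase glow luminescence, 10 min after reagent addition.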
# UPR CHOP act: apoptotic UPR (CHOP) activation; CHO-CHOP luciferase reporter, luminescence; percent of tunicamycin response over DMSO baseline; activation, % at 10 µM; 0.34% of 330,000 active; AID 449763;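 active means at 10 µM dose, activation of 40% or more, normalized to positive control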;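 further: 100% = tunicamycin at 10 µg/mL and 0% = DMSO alone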
#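 Material: CHO-CHOP cells, stable luciferase reporter of PERK-eIF2a-CHOP signalling; quantity: 500 reporter cells seeded per well; buffer or medium: F12 medium containing 10% fetal bovine serum; compound: one dose, 10 µM in 0.5% DMSO; incubation: 6 h compound treatment, 37 °C; measured by: Steady-Glo luciferase luminescence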
# The depositor's hits bear a star.
# Values run as follows: TIM10 inh	697 NFkB inh	tim10-1 inh	Mdm2 MdmX PPI	tim23-1 inh	Jurkat NFkB inh	XBP1 UPR activ	UPR CHOP act
- O=C(NCc1cccs1)C1CCC(=O)N(Cc2cccc(C(F)(F)F)c2)C1 (stereo not drawn)
→ -4	3	16	-9	1	-3	-5	1.9
- CNC(=S)N1CCN(C(c2ccccc2)c2ccccc2)CC1
→ 15	-5	11	31	17	-2	-4	-0.2
- Cc1ccc(CNC(=O)c2ccccc2NS(C)(=O)=O)cc1
→ -2	22	4	11	4	0	-3	-0.3
- CCOC(=O)C[C@H]1c2ccccc2S(=O)(=O)N1c1cccc(OC)c1
→ 8	2	8	3	13	9	1	1.5
- O=C(C1CCN(c2ncnc3c2sc2cccc(F)c23)CC1)N1CCCC1
→ 22	18	-44	2	6	4	1	-0.4
- CSc1ccccc1C(=O)N1CCN(c2ncccn2)CC1
→ 8	7	10	27	10	3	-3	2.6
- Cc1noc(C)c1/C=N/Nc1ccc2ccccc2n1
→ 21	-192	-5	-142	9	-190	-1	1.3
- O=S(=O)(Nc1ccccc1Cl)c1ccc(-c2ccccn2)s1
→ 0	-10	25	10	44	-3	-2	-0.3
- O=C1COc2ccc(C(=O)COC(=O)c3ccc4ccccc4n3)cc2N1
→ -22	-15	-16	-9	-18	-5	-6	-2.5
- COc1cc([C@@H]2CC=C(C(=O)O)[C@H](c3ccc(Cl)cc3)N2S(=O)(=O)c2ccc(C)cc2)cc(OC)c1OC
→ 8	-22	6	-21	12	-9	0	-0.2
- CCN(CCCNC(=O)C1CCN(S(=O)(=O)c2cnc[nH]2)CC1)c1ccccc1
→ 5	6	16	37	-5	4	-2	0.0
- C/C(=C1/C(=O)N(c2ccc([N+](=O)[O-])cc2)N=C1c1ccccc1)N(C)C
→ 7	-74	19	-10	8	-25	8	0.6
- O=C(NN1CCOCC1)c1cnn2c(C(F)F)cc(-c3ccccc3)nc12
→ 6	-9	1	15	-9	-8	-2	-0.4
- O=C(NCc1ccccc1)N1CCN(c2ccccc2)CC1
→ 4	16	-9	1	-4	-2	-3	0.7
- Nc1cc(=O)[nH]c(SCC(=O)Nc2ccc(S(=O)(=O)N3CCCCC3)cc2)n1
→ 12	5	4	-5	6	13	0	2.2
- Cc1nc2ccc(C(=O)OCc3nnc(-c4ccccc4)o3)cc2nc1C
→ 17	-20	29	-21	36	8	-4	3.8
- COc1ccc(-c2[nH]ncc2CN2CCN(Cc3cccs3)CC2)c(F)c1
→ 14	-22	11	14	9	-7	-3	0.0
- O=C(Nc1ccccc1C(=O)N1CCOCC1)c1noc2c1CCCC2
→ -2	8	5	-11	6	4	-1	-0.4
- Cc1cccc(-n2cc[nH]c2=S)c1
→ -2	17	18	-12	3	10	0	-0.3
- O=C(Nc1ncc(Cc2cccc(Cl)c2Cl)s1)c1ccc([N+](=O)[O-])cc1
→ -6	-18	18	46	-1	4	3	0.7
- Cc1n[nH]c(=O)c2c(NC(=O)COC(=O)COc3cccc(Br)c3)oc(C)c12
→ 15	1	11	11	-1	-5	-3	0.1
- CC1(OC(=O)C2CCCC2)C(=O)C=C2C=C(c3ccsc3)N(CCc3c[nH]c4ccccc34)C=C2C1=O (stereo not drawn)
→ -6	3	-8	12	-2	-17	0	1.2
- COc1ccc(Cl)cc1NC(=O)CN(C)Cc1ccc(OC)c(OC)c1
→ -9	2	32	29	-1	-7	-1	-2.2
- Cc1ccc(C2(c3ccc(C)cc3)NC(=O)N(CC(N)=O)C2=O)cc1
→ -2	-10	2	-10	7	13	0	-3.4
- NCCCCCNC(=O)/C=N\O
→ -3	18	3	-6	6	5	-4	-2.0
- CCOC(=O)Cc1cnc(NC(=O)CSc2nc(N)cc(N)n2)s1
→ -2	10	-6	29	7	16	2	0.1
- NS(=O)(=O)c1ccc(NC(=S)NNC(=O)CCC(=O)Nc2ccccc2Cl)cc1
→ 16	-12	-5	-3	3	22	-3	-1.5
- CCN(c1cccc(C(F)(F)F)c1)S(=O)(=O)c1ccc2c(c1)CCN2C(=O)C1CC1
→ 14	-59	19	21	-4	10	3	0.3
- COc1ccc(C(C#N)N2CCOCC2)cc1 (stereo not drawn)
→ -8	7	8	10	10	-4	-8	-1.6
- Cc1ccc(OCC(=O)NCCO)c(Br)c1
→ -9	4	7	11	-2	4	2	3.6

# Profiles from above.
# O=C1COc2ccc(C(=O)COC(=O)c3ccc4ccccc4n3)cc2N1 is listed as TIM10 inh: -22; 697 NFkB inh: -15; tim10-1 inh: -16; Mdm2 MdmX PPI: -9; tim23-1 inh: -18; Jurkat NFkB inh: -5; XBP1 UPR activ: -6; UPR CHOP act: -2.5
# Cc1ccc(CNC(=O)c2ccccc2NS(C)(=O)=O)cc1 is listed as TIM10 inh: -2; 697 NFkB inh: 22; tim10-1 inh: 4; Mdm2 MdmX PPI: 11; tim23-1 inh: 4; Jurkat NFkB inh: 0; XBP1 UPR activ: -3; UPR CHOP act: -0.3
# CC1(OC(=O)C2CCCC2)C(=O)C=C2C=C(c3ccsc3)N(CCc3c[nH]c4ccccc34)C=C2C1=O (stereo not drawn) is listed as TIM10 inh: -6; 697 NFkB inh: 3; tim10-1 inh: -8; Mdm2 MdmX PPI: 12; tim23-1 inh: -2; Jurkat NFkB inh: -17; XBP1 UPR activ: 0; UPR CHOP act: 1.2

# More results follow.
# Values run as follows: TIM10 inh	697 NFkB inh	tim10-1 inh	Mdm2 MdmX PPI	tim23-1 inh	Jurkat NFkB inh	XBP1 UPR activ	UPR CHOP act
- N#Cc1ccc(N2C(=O)[C@@H]3C(C(=O)c4ccc5ccccc5n4)=NN[C@@H]3C2=O)cc1
→ 24	19	23	17	23	1	-1	3.8
- CC1(C)C2CCC1(CS(=O)(=O)N1CCC(C(=O)O)CC1)C(=O)C2 (stereo not drawn)
→ 3	10	10	0	1	2	-1	0.3
- COc1cc(Cl)ccc1OCc1cc(C(=O)N(C)CCc2c(C)n[nH]c2C)no1
→ 7	9	8	1	3	-12	-1	1.2
- CCOC(=O)c1nnn(-c2nonc2N)c1-c1ccc(OC)cc1
→ -5	1	16	30	19	-9	-3	-1.3
- C=CCn1c(SCC(=O)Nc2ccc(OC)cc2)nc2c([nH]c3ccccc32)c1=O
→ -8	-4	-11	10	4	-27	3	-1.0
- O=C(NC(=S)NNC(=O)c1cccs1)c1ccccc1
→ 9	15	5	26	-16	-7	-1	-1.0
- CCCC(=O)Nc1nnc(/C=C/c2ccccc2)s1
→ 18	-29	9	-6	14	-25	4	5.0
- Cc1ccc(CSc2ncnc3ccccc23)cc1
→ 0	-9	12	17	12	-7	2	2.3
- COCC(=O)Nc1cc(C(=O)NCC(C)C)ccc1Cl
→ 9	8	18	2	3	2	-1	1.3
- CCOc1ccc(OCC)c(NC(=O)C2CCCN(C(=O)c3ccc(Cl)cc3)C2)c1 (stereo not drawn)
→ 18	5	23	4	31	-9	-1	-1.0
- COc1ccc(C2(O)CN(c3ccc(C)cc3)C3=[N+]2CCCC3)cc1 (stereo not drawn)
→ 14	7	15	16	-3	-8	-6	2.3
- O=C(c1ccccc1)C1CCN(C(=O)C2CCC(=O)N(Cc3ccccc3F)C2)CC1 (stereo not drawn)
→ 7	2	2	-2	-6	-15	-4	-0.3
- CCN(CC)CCNC(=O)C(=O)NCC1OCCN1C(=O)c1ccc2c(c1)OCO2 (stereo not drawn)
→ 5	18	1	-2	-2	16	0	1.1
- CC(C)[C@]1(c2ccccc2)ON(c2ccccc2C(F)(F)F)C1=O
→ -8	8	-41	40	12	-5	-4	-2.4
- CCC1CN(C(=O)NCc2ccccc2)c2ccccc2O1 (stereo not drawn)
→ -3	8	10	-1	19	-3	-1	1.9
- O=c1c2ccccc2oc2cc(NCCCn3ccnc3)ccc12
→ -2	-218	-11	-185	-1	-178	-1	2.1
- O=C(c1ccc2c(c1)CCN2S(=O)(=O)c1ccccc1)N1CCN(c2ccccc2F)CC1
→ -12	4	-16	2	11	8	-5	-1.8
- CCCc1cc(=O)oc2cc(OCc3ccc(C(=O)O)o3)ccc12
→ -2	-10	3	25	-2	-5	6	0.6
- CCCOc1ccc2c3c(c(=O)oc2c1OCCC)CCCC3
→ -7	-13	16	-1	31	-23	2	5.6
- COc1cc(O)c(C(CC(=O)N2CCOCC2)c2ccc(N(C)C)cc2)c(OC)c1 (stereo not drawn)
→ -11	13	-14	14	-12	-4	-4	-2.4
- Cc1ccccc1NC(=O)c1ccc(CN(c2ccccc2)S(=O)(=O)c2ccccc2)cc1
→ 6	16	21	21	4	-6	-1	3.7
- O=C(Cn1c(=O)n(CC2CCCO2)c(=O)c2ccccc21)c1ccccc1 (stereo not drawn)
→ -10	-9	-2	1	-6	-1	-2	-1.2
- CC(=O)Nc1ccc(NC(=O)C2CCCCC2C(=O)O)cc1 (stereo not drawn)
→ 1	10	6	16	1	7	1	-0.1
- Cc1ccc(S(=O)(=O)c2nnn3c2nc(N2CCOCC2)c2ccccc23)c(C)c1
→ 8	-11	26	25	14	8	2	3.4
- O=C1Nc2ccc(F)cc2C12Nc1ccccc1-c1nnc(SCc3ccccc3F)nc1O2 (stereo not drawn)
→ 7	0	-15	7	17	-4	-3	-1.2
- Cc1oc2ccc(O)c(CN3CCOCC3)c2c1C(C)O (stereo not drawn)
→ -4	0	-7	0	-8	1	-2	-1.2
- Cc1nc(CN(C)C(=O)CC2C(=O)NCCN2Cc2ccc(-c3ccccc3)cc2)cs1 (stereo not drawn)
→ 0	4	9	26	12	11	-5	-0.3
- COc1ccc(CC2(CO)CCN(CC3=Cc4cc(Cl)ccc4OC3)CC2)cc1
→ -43	-17	-21	38	-86	35	-1	6.0
- COc1ccc(/C=C(\C#N)C(=O)OCC(=O)Nc2ccc(C(C)(C)C)cc2)cc1
→ 7	-24	7	-23	23	-13	-1	2.8
- CCCS(=O)(=O)N1CCN(Cc2ccco2)CC1
→ 2	-4	-5	-2	3	7	-3	0.1
- CC(=O)Nc1ccc(NC(=O)c2ccccc2S(=O)(=O)c2ccc([N+](=O)[O-])cc2)cc1
→ -9	-3	11	16	15	-2	-3	-2.1
- COc1ccc(/C=C/C(=O)OCC(=O)Nc2ncc(Cl)cc2Cl)cc1
→ -10	5	-3	7	-6	1	-4	1.3
- COc1cccc(/C=N/Nc2ccc(C(=O)O)cc2)c1O
→ 16	-32	25	54*	28	88*	-9	-10
- CCN1CCCC1CNC(=O)c1cc2c(=O)n(C)c3ccccc3c2n1C (stereo not drawn)
→ 3	12	11	18	14	-24	-4	-1.2
- CCOC(=O)c1ccc(NC(=O)CCC(CC)C(=O)O)cc1 (stereo not drawn)
→ -13	2	-11	17	-2	-19	-2	-2.4
- CS(=O)(=O)c1ccccc1C(=O)Nc1ccc(S(=O)(=O)N2CCCC2)cc1
→ -1	12	11	3	9	21	-1	-1.4
- O=C(CCC(=O)N(c1cccc(F)c1)C(C(=O)NC1CCCC1)c1ccncc1)Nc1cccnc1 (stereo not drawn)
→ -9	-23	11	-29	4	-7	0	2.4
- N#C/C(=C\c1c[nH]c2ccccc12)C(=O)NCC1CCCO1 (stereo not drawn)
→ 12	-20	23	1	9	-29	2	5.8
- CC[C@@]12C(=O)N(c3ccccc3)C(=O)N1[C@H](c1ccc(Br)cc1)[C@@H]1C(=O)N(C(C)(C)C)C(=O)[C@@H]12
→ 14	6	14	1	26	20	-4	-0.9
- CN(C(=O)c1ccc([N+](=O)[O-])cc1)c1ccccc1C(=O)NCc1ccccc1
→ 3	20	1	3	0	15	-3	-0.5
- CCn1c(CNc2ccccc2Cl)nnc1SCC(=O)NCc1ccccc1
→ 13	-15	15	-25	15	3	0	-1.3
- CN(C)CCO[C@@H](c1ccc(Cl)cc1)c1ccccn1
→ 7	-27	1	3	4	-23	-3	-1.0

# Screens (PubChem BioAssay)
